SENP8 block-1 = blocks the human protease SENP8; AID 2540; purified SENP8, Z-RLRGG-aminoluciferin cleavage, luminescence; 1.2% of 330,000 active; Q96LD8; inhibition, % at 10 µM; in the data active = inhibition above about 50%
Target sequence (Q96LD8 whole entry, looked up): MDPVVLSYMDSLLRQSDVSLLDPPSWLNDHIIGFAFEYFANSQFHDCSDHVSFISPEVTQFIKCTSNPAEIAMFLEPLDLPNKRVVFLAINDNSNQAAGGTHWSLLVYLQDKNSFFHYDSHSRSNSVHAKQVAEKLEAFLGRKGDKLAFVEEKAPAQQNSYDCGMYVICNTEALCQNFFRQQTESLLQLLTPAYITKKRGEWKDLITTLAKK
SENP6 block = inhibitors of human SENP6 protease; Q9GZR1; Recombinant SENP6 catalytic domain, aminoluciferin luminescence; inhibition, % at 10 µM; 1.8% of 330,000 active; AID 2599;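 active = inhibition above about 50% at the single tested dose, limit read from the data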;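 also: plate controls were DMSO wells with enzyme for no effect and DMSO wells lacking enzyme for full effect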
Target sequence (Q9GZR1 628-1112 limits assumed): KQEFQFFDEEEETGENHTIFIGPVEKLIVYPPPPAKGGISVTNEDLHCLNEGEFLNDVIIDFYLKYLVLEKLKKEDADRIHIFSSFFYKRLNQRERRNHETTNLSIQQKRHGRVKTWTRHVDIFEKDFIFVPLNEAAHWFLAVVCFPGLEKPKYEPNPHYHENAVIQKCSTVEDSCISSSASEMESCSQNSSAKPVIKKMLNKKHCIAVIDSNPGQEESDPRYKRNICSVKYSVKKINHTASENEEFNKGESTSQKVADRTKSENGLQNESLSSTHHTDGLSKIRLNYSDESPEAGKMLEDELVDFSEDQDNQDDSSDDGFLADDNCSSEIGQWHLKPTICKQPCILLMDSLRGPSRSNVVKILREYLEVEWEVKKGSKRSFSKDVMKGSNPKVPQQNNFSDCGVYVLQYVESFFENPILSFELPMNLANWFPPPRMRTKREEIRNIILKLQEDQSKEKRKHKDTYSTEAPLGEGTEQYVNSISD
PfG6PD inh = PfG6PD (Plasmodium falciparum) enzyme inhibition; AID 504690; 0.78% of 350,000 active; inhibition, % at 20 µM; PfGluPho enzyme, NADPH resazurin-diaphorase fluorescence;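 active = inhibition reaching at least a set limit at 20 µM in the primary screen, cut at about 59% in these data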;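 also: 0% = DMSO wells with substrate and 100% = DMSO wells lacking glucose-6-phosphate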
SENP7 inh = inhibitors of human SENP7 protease | recombinant SENP7, Z-RLRGG-aminoluciferin luminescence, 40 min | inhibition, % at 5 µM | 1.5% of 330,000 active | AID 434973;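 active = inhibition above about 50% at the single test dose, limit read from the data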;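 also: plate controls were DMSO with enzyme for no effect and no enzyme buffer wells for full effect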
SENP8 block-2 = inhibitors of human SENP8 protease. inhibition, % at 20 µM. AID 602440. recombinant SENP8, Nedd8 substrate fluorescence. 0.64% of 360,000 active. Q96LD8; in the data active = inhibition mostly above about 40%, no sharp cut-off; inactive = mostly below about 27%
Apaf1 inhib = human Apaf-1 inhibition | inhibition, % at 20 µM | AID 489030 | O14727 | 0.71% of 330,000 active | reconstituted apoptosome caspase-3 activity, DEVD-Rh110 fluorescence; active = inhibition of at least 40% at 20 µM;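 also: plate controls were DMSO wells for no effect and DEVD-CHO caspase inhibitor wells for full effect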
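Medium: Hepes buffer, pH 7.5 / System: biochemical Apaf-1 apoptosome reconstitution / Measured by: Rh110 fluorescence, excitation 480 nm, emission 540 nm / Times: compound with Apaf-1, dATP, procaspase-3 30 min, then 50 min reaction, room temperature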
NALP3 yeast inh = blocks the NALP3 inflammasome reconstituted in yeast. Yeast reconstituted NLRP3/ASC/caspase-1, beta-gal luminescence, 24 h. inhibition, % at 10 µM. 0.39% of 330,000 active;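 active = inhibition of 50% or more; inactive = inhibition below 50%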;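 also: plate controls were induced DMSO wells for no effect and uninduced yeast grown without galactose for full effect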
SENP1 FRET inh = inhibitors of human SENP1 SUMO protease catalytic domain | 0.21% of 360,000 active | recombinant SENP1 catalytic domain, CyPet-SUMO1-YPet FRET cleavage | AID 624204 | inhibition, % at 10 µM | Q9P0U3;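 active = inhibition at least 30% at 10 µM, raw YFP signal under a set limit, fluorescence ratio 0.5 to 1.5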;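 also: 0% = enzyme with DMSO and 100% = no enzyme wells; some results filed as inactive read as strong as hits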
Target sequence (Q9P0U3 419-644 limits assumed): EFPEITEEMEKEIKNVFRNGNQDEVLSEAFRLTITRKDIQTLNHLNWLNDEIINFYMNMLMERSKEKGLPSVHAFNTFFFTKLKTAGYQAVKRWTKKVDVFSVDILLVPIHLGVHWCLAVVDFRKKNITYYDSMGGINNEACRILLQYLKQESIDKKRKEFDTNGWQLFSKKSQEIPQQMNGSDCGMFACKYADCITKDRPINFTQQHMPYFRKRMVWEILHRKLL
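Assay system: hSENP1 catalytic domain, recombinant. Amount: SENP1 enzyme, 20 pM final. Schedule: 50 min reaction, RT, dark. Technique: FRET, CFP and YFP emission. Control set: no-enzyme wells low, DMSO-plus-enzyme wells high control.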
HKDC1 inhibitor = HKDC1 (human) hexokinase inhibition | Q2TB90 | recombinant HKDC1, G6PDH/diaphorase resazurin coupled fluorescence | inhibition, % at 20 µM | 0.16% of 340,000 active | AID 493160;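 active = inhibition above about 35% when tested at 20 µM, limit read from the data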;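 also: plate controls were DMSO wells with enzyme for no effect and DMSO wells lacking enzyme for full effect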
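Test system: HK5 enzyme. Quantity: 5 µg/mL HK5 final. Reagent: glucose and ATP substrates. Schedule: 90 min reaction incubation at room temperature, dark. Technique: resazurin-to-resorufin fluorescence via G6PDH and diaphorase coupling, 525/613 nm. Control set: DMSO wells with and without enzyme mix.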
* marks the source's active call; other numbers are inactive results; i = inactive; . = no result given.

SMILES | SENP8 block-1 | SENP6 block | PfG6PD inh | SENP7 inh | SENP8 block-2 | Apaf1 inhib | NALP3 yeast inh | SENP1 FRET inh | HKDC1 inhibitor
COc1ccc(CN(C)CC(O)COc2ccc(-c3ccccc3)cc2)cc1OC (stereo not given) | -13 | -4 | -7 | -1 | 8 | 16 | 32 | 1 | -1
COc1ccccc1C(=O)COC(=O)c1cnc(C)cn1 | -6 | -11 | -3 | -2 | -4 | 0 | 12 | 2 | -7
CN(Cc1ccccc1)C(=O)CSc1nnc(-c2ccco2)n1-c1ccccc1 | 5 | 3 | 14 | 12 | 14 | 14 | 32 | 1 | -3
CCOC(=O)C1CCN(Cc2c(O)c3ccccc3oc2=O)CC1 | 7 | 5 | -5 | 0 | 12 | -13 | 0 | 1 | -2
Cc1ccc(Cc2c(C)nc3nc(SCC(=O)NCCN4CCOCC4)nn3c2C)cc1 | -1 | 7 | -8 | 14 | 8 | 7 | 6 | 2 | 0
CNC(=O)NC(=O)CSc1cccc(C(F)(F)F)c1 | -8 | -2 | 0 | 1 | 8 | -12 | 11 | 1 | 13
CCN(CC(=O)Nc1c(F)cccc1F)C(=O)c1ccc(-c2ccc(C(C)=O)cc2)o1 | 6 | -1 | 3 | -2 | i | -5 | 17 | -8 | 2
CCc1ccccc1NC(=O)c1ccc(Cn2cc([N+](=O)[O-])cn2)cc1 | 4 | 10 | 12 | 1 | 2 | -5 | 15 | -1 | -11
COc1c(Cl)cc(Cl)cc1/C=C/C(=O)c1ccc(NC(=O)c2cccs2)cc1 | -6 | -12 | 6 | 7 | 12 | 20 | 21 | 0 | 20
CC(C)CNC(=S)N1CCN(C(c2ccccc2)c2ccccc2)CC1 | 0 | -5 | 11 | 10 | 6 | 10 | 14 | 4 | 3
CCCNC(=O)c1ccc(C2SCC(=O)N2Cc2ccccc2)cc1 (stereo not given) | 0 | -3 | 6 | 5 | -5 | 7 | 31 | 1 | -10
O=C(CCCOc1ccc(Cl)cc1Cl)N/N=C/c1ccccc1 | -19 | -12 | 119* | 2 | 9 | 19 | 24 | 0 | -1
COc1ccccc1C1CC(c2ccccc2)=NN1C(=S)Nc1ccccc1 (stereo not given) | 1 | 3 | 21 | -3 | -18 | -14 | 13 | -12 | -1
Cc1cc(-c2c(C)[nH]n(-c3ccc(Cl)cc3)c2=O)n(-c2ccc(Cl)cc2)n1 | -8 | 4 | -23 | 5 | 10 | 9 | 15 | -2 | 8
CCN(C(=O)c1cc2c(=O)n3ccccc3nc2s1)C1CCCCC1 | 5 | -21 | 23 | 2 | -297 | 4 | 19 | -90 | 18
N#CCC(=O)Nc1cc(C(F)(F)F)ccc1N1CCOCC1 | -5 | -19 | -10 | -9 | 5 | 5 | -8 | 1 | 3
O=C(CN1CCOCC1)Nc1ccc(OCc2ccccc2)cc1 | -5 | 1 | -5 | 9 | 35 | 8 | 5 | 0 | 0
Fc1ccc(-c2nc3c(-c4ccc(Cl)cc4)cnn3cc2CCN2CCOCC2)cc1 | -7 | -14 | 3 | -7 | 19 | 13 | 12 | 14 | 4
CCCCN(C)CCNC(=O)c1ccc2c(c1)NC(=O)C(N1CCCCC1)S2 (stereo not given) | -12 | -18 | -9 | -1 | 14 | 4 | 4 | 1 | -10
CCOc1ccc(NC(=O)CSc2nnc(Cn3cnc([N+](=O)[O-])n3)n2C)cc1 | -4 | -5 | 16 | 3 | 28 | -1 | 2 | 0 | -8
O=C(NCCN1CCOCC1)c1cccc(S(=O)(=O)NCc2ccccc2)c1 | -3 | 3 | -2 | -2 | 7 | 22 | 13 | 0 | 3
Cc1ccccc1NC(=O)CN(C)S(=O)(=O)c1ccc2c(c1)n(C)c(=O)c(=O)n2C | -10 | -15 | 7 | 15 | -89 | -6 | 11 | 2 | -2
NC(=O)C1CCN(CC(=O)Nc2cccc(C(=O)Nc3cccc(C(F)(F)F)c3)c2)CC1 | 2 | -9 | -13 | -1 | 25 | 3 | 15 | 5 | 0
C/C(=N/NS(=O)(=O)c1ccccc1)c1ccc(NC(=O)C(F)(F)F)cc1 | -3 | -10 | 1 | 1 | 15 | -1 | 11 | 1 | 13
Cc1ccc(-c2noc(CCC(=O)NCCN3CCc4ccccc4C3)n2)cc1 | -1 | -4 | -6 | 5 | -18 | 9 | 4 | -2 | -7

Four entries already listed, arranged by molecular weight, low to high:
SMILES | SENP8 block-1 | SENP6 block | PfG6PD inh | SENP7 inh | SENP8 block-2 | Apaf1 inhib | NALP3 yeast inh | SENP1 FRET inh | HKDC1 inhibitor
CCOC(=O)C1CCN(Cc2c(O)c3ccccc3oc2=O)CC1 | 7 | 5 | -5 | 0 | 12 | -13 | 0 | 1 | -2
CCN(C(=O)c1cc2c(=O)n3ccccc3nc2s1)C1CCCCC1 | 5 | -21 | 23 | 2 | -297 | 4 | 19 | -90 | 18
COc1ccccc1C1CC(c2ccccc2)=NN1C(=S)Nc1ccccc1 (stereo not given) | 1 | 3 | 21 | -3 | -18 | -14 | 13 | -12 | -1
COc1c(Cl)cc(Cl)cc1/C=C/C(=O)c1ccc(NC(=O)c2cccs2)cc1 | -6 | -12 | 6 | 7 | 12 | 20 | 21 | 0 | 20

Next part
SMILES | SENP8 block-1 | SENP6 block | PfG6PD inh | SENP7 inh | SENP8 block-2 | Apaf1 inhib | NALP3 yeast inh | SENP1 FRET inh | HKDC1 inhibitor
COc1ccc(-c2ccc(SCC(=O)NC3CCCCC3)nn2)cc1 | -3 | 1 | -18 | 2 | 9 | 4 | 4 | 2 | -6
O=C(O)CCCCC1CCSS1 (stereo not given) | . | . | -14 | . | 18 | . | . | 2 | 1
Fc1ccc(C(c2nnnn2Cc2ccccc2)N2CCSCC2)cc1 (stereo not given) | -8 | -14 | -3 | -15 | 8 | -5 | 4 | -3 | 3
S=C1NCCOCCOCCOCCN1 | -8 | -2 | -12 | 3 | 6 | -1 | 9 | 0 | -2
CCOC(=O)C1=C(C)N(C)C(=O)NC1c1c(C)nn(-c2ccc(C)cc2)c1Cl (stereo not given) | 3 | -36 | -12 | 6 | 18 | 12 | 11 | 1 | 1
COCCCNC(=O)COc1ccc(Br)cc1Cl | -10 | -10 | -1 | -10 | 13 | 15 | 7 | 0 | -8
CC(C)CN(C(=O)c1ccc(-n2cncn2)c([N+](=O)[O-])c1)C1CCS(=O)(=O)C1 (stereo not given) | 10 | 2 | -17 | 1 | 4 | 1 | 0 | 2 | -3
COc1ccc(/C=C/C(=O)NCC(=O)N/N=C(/C)c2ccco2)cc1 | -10 | 0 | -5 | -16 | 4 | -4 | 6 | 1 | 1
Cn1c(SCC(=O)N=Nc2c(O)[nH]c3ccccc23)nc2ccccc21 | 4 | 9 | . | 3 | . | -6 | 8 | . | .
CN(c1ccccc1)P(=O)(N(C)c1ccccc1)N(C)c1ccccc1 | -2 | -41 | -9 | 6 | 1 | 8 | 22 | 1 | -5
O=C(Nc1cc(SCC(O)CO)cc([N+](=O)[O-])c1)c1ccc(-n2cnnn2)cc1 (stereo not given) | 5 | -9 | 10 | -3 | 14 | -20 | 7 | 3 | -11
O=C(CNS(=O)(=O)c1ccccc1)NCC(=O)OCc1ccccc1F | -3 | 3 | 7 | 4 | 16 | -1 | 7 | 2 | -14
CC(=O)c1ccc(OCC(O)CN2CCc3ccccc3C2)cc1 (stereo not given) | 0 | -5 | 2 | 2 | 3 | 3 | 14 | 0 | -3
O=C(NNC(=O)C1CCCN(c2ncccn2)C1)c1ccc(F)cc1 (stereo not given) | 3 | 2 | -9 | -2 | -44 | -16 | 6 | 1 | -10
Cc1ccc(-c2nnc(SCC(=O)NC3CCCC3)n2N)cc1 | -4 | 0 | -6 | -3 | 14 | -5 | 3 | 2 | 2
Cc1ccccc1NC(=O)COC(=O)COc1ccc2c(c1)CCC2 | -7 | -23 | 5 | -6 | 3 | 12 | 12 | 4 | -3
COC(=O)n1c(=O)oc2cc(S(=O)(=O)N3CCOCC3)ccc21 | 2 | 6 | 15 | 2 | 10 | -3 | -8 | 3 | -4
COc1cc(C#Cc2c(-c3cncn3C)n(C)c3ccc(-c4ccc(CN5CCOCC5)cc4)cc23)cc(OC)c1 | -2 | -9 | 12 | 9 | i | 35 | 30 | 0 | 0
COc1ccc2nc(C)cc(SCC(=O)N3CCCCC3)c2c1 | -13 | -30 | -4 | -3 | -23 | -4 | 3 | -1 | 1
CCOC(=O)Nc1nn(-c2ccc(C)cc2)c(=O)c(C#N)c1C | -7 | 0 | -6 | -4 | -87 | 3 | 0 | -6 | -6
O=C(COC(=O)c1cnccn1)c1cccc([N+](=O)[O-])c1 | 4 | -40 | -21 | 3 | 26 | -11 | 7 | 2 | -6
CC(C)NS(=O)(=O)c1cc(F)ccc1CN1C(=O)c2cccnc2C1=O | 3 | -26 | 0 | -5 | 16 | 0 | 12 | 3 | 6
COc1ccccc1/C=N/NC(=O)C1=NNC(c2ccccc2)(c2ccccc2)C1 | 0 | 9 | . | 6 | . | 12 | 6 | . | .
CCCOc1ccc(N2C(=O)CC(N3CCN(C(=O)c4ccco4)CC3)C2=O)cc1 (stereo not given) | 5 | -1 | -12 | 2 | 16 | -2 | 22 | 2 | 6
CCOc1ccccc1C1NC(=O)NC(C)=C1C(=O)OCc1ccccc1 (stereo not given) | 1 | -10 | 3 | 3 | 10 | 8 | 3 | 1 | 6

Next section
SMILES | SENP8 block-1 | SENP6 block | PfG6PD inh | SENP7 inh | SENP8 block-2 | Apaf1 inhib | NALP3 yeast inh | SENP1 FRET inh | HKDC1 inhibitor
CCOC(=O)C(=O)Nc1nnc(C2CCCCC2)s1 | -9 | 12 | 34 | -2 | 20 | 2 | 15 | 3 | 1
O=C(c1ccc2c(c1)OCO2)N1CCNc2ccccc2C1 | -8 | -6 | 4 | -10 | 18 | 1 | 3 | 0 | -7
O=C(c1cccnc1)N(Cc1ccccc1)C1(C(=O)Nc2ccccc2)CCCCC1 | -13 | -20 | -21 | -8 | 22 | 12 | 20 | 3 | -10
Cc1ccc(C=C2C(Cl)=C(Cl)C(Cl)=C2Cl)cc1 | 0 | -27 | 5 | -5 | . | 0 | -7 | . | 21
C[C@@H](NC(=O)c1[nH]cnc1C(=O)Nc1ccon1)c1ccccc1 | 4 | -6 | -3 | 0 | 9 | -6 | 7 | -3 | -7
N#Cc1c(Nc2ccccc2)s[nH]c1=O | -2 | -5 | 13 | 11 | -2 | -7 | 10 | -24 | 0
COc1ccc(/C=N\NC(=O)COc2ccccc2)c(C(=O)O)c1OC | -5 | -7 | 16 | 2 | 0 | -1 | 5 | 2 | -10
Nc1ncnc2c1ncn2[C@@H]1O[C@H](CN2CCCS2(=O)=O)[C@@H](O)[C@H]1O | -9 | -26 | 2 | 8 | 8 | -9 | 4 | 0 | -8
Cc1ccc(C)c(OCC(=O)Nc2ccc(N3CCOCC3)cc2)c1 | 3 | -6 | 16 | -3 | 3 | 13 | 22 | 3 | 1
O=C(N/N=C/c1ccc([N+](=O)[O-])o1)c1ccc(NS(=O)(=O)c2cccs2)cc1 | 1 | 2 | -17 | 7 | 25 | -1 | 3 | -9 | 0
CCCCNC(=O)CSc1nc2cc3c(cc2c(=O)n1CCCN(CC)CC)OCO3 | -5 | -1 | -20 | -1 | -14 | -10 | 5 | 1 | 6

Screens: PubChem BioAssay, Sanford-Burnham Center for Chemical Genomics
